Source: PubChem
IL-2 act – IL-2 activation; IL-2 activation reporter assay, cell-based qHTS; stimulated with anti-CD3/CD4/CD28 beads; in transgenic mouse T cells; activation, % (series mostly up to about 46 µM); 0.065% of 360,000 active; in the data active = activation above about 50%; inconclusive = mostly about 30% to 49%; note: 0% is about no effect
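Unstimulated transgenic mouse T cells; 60-min compound exposure; bead-based TCR/CD4/CD28 stimulation; 18 h culture, 37 degrees C; dual fluorescence (EGFP, DsRed) plate cytometry.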
Nrf2 ARE act – Nrf2 pathway activation; AREc32 ARE-luciferase reporter (MCF7-derived line), luminescence, 24 h; Potency, µM (top dose mostly 46.1 µM), for inactives: top-dose activation, most hits filed as activators; 0.31% of 410,000 active; note: potency is the fitted concentration of half-maximal effect; % of control where 0% means no effect; nearly all actives have a fitted effect of over 65% in size
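AREc32 cells carrying an ARE-driven firefly luciferase, 1000 cells/well in OPTI-MEM with 5% FBS, dosed after overnight attachment and incubated 24 hr at 37 deg C. Steady-Glo luminescence read after 30 min at RT.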
HepG2 tox – kills HepG2 cells in TGF-b inhibitor counter-screen. 0.76% of 410,000 active. Potency, µM (top dose mostly 46.1 µM), for the others: top-dose activity change, negative = cytotoxicity, actives largely listed as cytotoxic. HepG2 CAGA-GFP viability, ATP luminescence, 18 h; note: potency is the fitted concentration of half-maximal effect; some results filed as inactive show a strong effect at the top dose
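HepG2 CAGA-GFP cells (1000/well, DMEM with 1% FBS) received compound, then TGF-beta at 500 pg/mL final, and were incubated 18 hours at 37 degrees C. Viability was read by CellTiter-Glo luminescence. Media-only wells were set as complete cell-killing and DMSO as no toxicity.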
A549 tox – counter-screen for Nrf2 inhibitors: cytotoxicity in A549 cells. A549 ARE-Fluc cells, CellTiter-Fluor viability, 18-24 h. Potency, µM (doses to about 46 µM), inactives show top-dose activity change, negative = cytotoxicity, actives largely listed as inhibitors. 0.16% of 390,000 active; note: potency is the fitted concentration of half-maximal effect; % is set by controls: 0 for no effect and ±100 for the full control effect
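Cytotoxicity counterscreen: CellTiter-Fluor fluorescence was measured in A549 ARE_Fluc cells after 18-24 h of compound exposure in a concentration series. The subsequent BugLite luminescent read reports ARE-luciferase activity.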
ATXN2 expr inh – reduces ATXN2 reporter expression in HEK-293 cells; 0.72% of 360,000 active; AID 1745845; Potency, µM (doses to about 57 µM), for inactives: at the top dose activity change, negative = inhibition, hits mostly inhibitors; HEK-293 ATXN2-luciferase reporter, luminescence, 24 h; note: potency is the fitted concentration of half-maximal effect; % is set by controls: 0 for no effect and ±100 for the full control effect; nearly all actives have a fitted effect of over 55% in size
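qHTS (up to 57 uM final) was run with 24 h compound exposure of reporter cells at 37 °C. Each well was multiplexed: SteadyGlo luminescence measured ATXN2-luciferase expression after a fluorogenic Gly-Phe-AFC viability readout (25 uM final).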
Nrf2 inh – blocks Nrf2 signaling | 2.1% of 360,000 active | A549 ARE-Fluc reporter, luciferase luminescence, 18-24 h | Potency, µM (highest dose often 46 µM), for inactives: top-dose activity change, negative = inhibition, most hits filed as inhibitors; note: potency is the fitted concentration of half-maximal effect; % is set by controls: 0 for no effect and ±100 for the full control effect; nearly all actives have a fitted effect of over 60% in size
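Reporter: ARE-Fluc in A549. Exposure: 18-24 h, 37 °C, 5% CO2, 5% FBS OPTI-MEM. Readouts: fluorescent cytotoxicity (CellTiter-Fluor), then luminescent Nrf2 signal after BugLite.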
EPAC2 ag – agonists of human EPAC2 (RAPGEF4); Q8WZA2; EPAC2 activation, biochemical qHTS; response scale: 100% = 6.5 mM cAMP response; Potency, µM (series often up to 154 µM), without a hit: top-dose activation, usual class: activators; 0.079% of 360,000 active; note: potency is the fitted concentration of half-maximal effect; nearly all actives have a fitted effect of over 50% in size
Target sequence (Q8WZA2 whole entry, looked up): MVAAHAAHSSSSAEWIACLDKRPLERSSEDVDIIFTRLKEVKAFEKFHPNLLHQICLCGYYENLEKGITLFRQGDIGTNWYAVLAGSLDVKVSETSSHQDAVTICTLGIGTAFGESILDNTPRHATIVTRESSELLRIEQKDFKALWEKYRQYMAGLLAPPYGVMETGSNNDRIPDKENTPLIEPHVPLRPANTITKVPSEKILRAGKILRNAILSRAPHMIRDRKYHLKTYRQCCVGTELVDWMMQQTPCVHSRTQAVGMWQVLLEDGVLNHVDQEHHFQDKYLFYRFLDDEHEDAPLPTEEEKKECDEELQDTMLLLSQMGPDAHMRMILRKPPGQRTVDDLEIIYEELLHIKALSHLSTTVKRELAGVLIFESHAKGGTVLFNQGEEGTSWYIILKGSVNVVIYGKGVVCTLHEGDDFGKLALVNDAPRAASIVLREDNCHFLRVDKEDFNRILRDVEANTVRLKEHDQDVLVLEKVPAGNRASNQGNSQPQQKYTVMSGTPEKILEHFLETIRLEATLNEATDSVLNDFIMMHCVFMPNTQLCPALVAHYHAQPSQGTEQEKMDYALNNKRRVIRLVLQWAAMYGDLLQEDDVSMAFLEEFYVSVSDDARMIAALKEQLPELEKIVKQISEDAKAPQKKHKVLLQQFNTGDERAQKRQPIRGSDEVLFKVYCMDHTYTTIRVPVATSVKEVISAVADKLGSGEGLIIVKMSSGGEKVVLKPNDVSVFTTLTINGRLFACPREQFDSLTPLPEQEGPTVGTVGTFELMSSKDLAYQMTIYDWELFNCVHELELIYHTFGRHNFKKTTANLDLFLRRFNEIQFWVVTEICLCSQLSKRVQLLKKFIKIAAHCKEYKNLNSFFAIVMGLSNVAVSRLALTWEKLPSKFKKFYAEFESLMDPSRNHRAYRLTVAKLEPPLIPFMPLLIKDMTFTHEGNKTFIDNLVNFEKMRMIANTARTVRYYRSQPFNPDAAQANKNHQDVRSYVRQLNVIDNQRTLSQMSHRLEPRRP
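EPAC2 (100 nM) mixed with Rap1B loaded with BODIPY-GDP (250 nM) plus 50 uM unlabeled GDP; compounds pinned in, 5 min RT, then read every 5 min for 30 min (ex 480, em 540 nm). Normalized to cAMP control.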
S2 tox – viability counter-screen for ATXN expression inhibitors | S2 cells (HEK-293 line with an ATXN2-luciferase reporter) viability, CellTiter-Fluor protease fluorescence, 24 h | Potency, µM (doses to about 56.7 µM), actives largely listed as cytotoxic | AID 651635 | 0.49% of 400,000 active; note: potency is the fitted concentration of half-maximal effect; nearly all actives have a fitted effect of over 40% in size
TGFb inhibitor – blocks TGF-b signaling; HepG2 CAGA-GFP TGF-b/SMAD3 reporter, GFP fluorescence, 18 h; TGF-beta stimulated, 500 pg/mL final; Potency, µM (doses to about 46.1 µM), without a hit: at the highest dose activity, negative = inhibition, usual class: inhibitors; 1.2% of 410,000 active; note: potency is the fitted concentration of half-maximal effect; % is set by controls: 0 for no effect and ±100 for the full control effect; nearly all actives have a fitted effect of over 65% in size
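Smad-responsive CAGA-GFP expression was quantified in HEPG2 cells exposed to compounds and 500 pg/mL final TGF-beta for 18 h at 37 degrees C; unstimulated wells defined full inhibition.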
Numbers without * were called inactive; i = inactive; ? = inconclusive; . = no result given; [ ] = remark or other dose. Unless noted, calls come from the whole dose curve; as a rule, active = well fitted curve in the direction sought with a large enough effect; inconclusive = small, poorly fitted or top-dose-only effect, or another doubt; inactive = no such curve, though single readings can be large; an effect the other way counts as inactive or inconclusive. Only part of the results is shown; rates above refer to the full screens.

SMILES	IL-2 act	Nrf2 ARE act	HepG2 tox	A549 tox	ATXN2 expr inh	Nrf2 inh	EPAC2 ag	S2 tox	TGFb inhibitor
Cn1c(=O)oc2cc(S(=O)(=O)N3CCC(C(=O)N4CC=C(c5ccccc5)CC4)CC3)ccc21	-1.8	-0.2%	-28.6%	2.4%	?	?	11.1%	i	-19.1%
CCC(=NCC1CCCO1)c1c(O)n(-c2ccc(Cl)cc2)c(=O)[nH]c1=O (stereo not given)	0.1	0.0%	0.8%	0.4%	-6.7%	-16.0%	10.7%	i	-2.7%
CC(=O)O[C@@]12CO[C@@H]1C[C@H](OC1OCC(O)C(O)C1O)[C@@]1(C)C(=O)[C@H](O)C3=C(C)[C@@H](OC(=O)[C@H](O)[C@@H](NC(=O)c4ccccc4)c4ccccc4)C[C@@](O)([C@@H](OC(=O)c4ccccc4)C12)C3(C)C (stereo not given in full)	0.5	-0.2%	3.7%	-2.2%	0.0%	24.0%	4.0%	?	21.8%
O=C(C1CCCN(c2nnc(-n3cccc3)s2)C1)N1CCC2(CC1)OCCO2 (stereo not given)	2.7	-0.9%	-2.8%	-6.2%	1.2%	24.3%	6.0%	i	?
O=S1(=O)OCCC(c2ccccc2)N1Cc1ccccc1 (stereo not given)	0.1	-1.1%	5.5%	-1.2%	2.7%	-3.0%	13.5%	i	-2.9%
COc1ccc2c(c1)[C@@]13CCC=C[C@H]1[C@@H](C2)NCC3	0.4	-0.4%	-1.3%	-5.2%	-3.2%	-5.2%	9.2%	i	21.7%
Cc1ccc(S(=O)(=O)N2CCCc3cc(NS(=O)(=O)c4cc(C)ccc4C)ccc32)cc1	.	-0.2%	-2.4%	-3.5%	?	.	.	?	?
COC(=O)C1=C(c2ccc(F)cc2F)C[C@@H]2CC[C@H]1N2C(=O)NC(C)C	0.3	-1.1%	5.3%	-1.9%	-4.0%	10.9%	2.5%	i	12.3%
COCCN(CC(=O)Oc1ccccc1P(=O)(OC)OC)Cc1ccccc1	-2.8	-0.5%	37.3%	1.0%	-23.5%	-6.1%	12.7%	i	29.9%
O=S(=O)(c1ccccc1)N1CN2CCN(C2)C1	0.3	0.0%	-9.7%	5.7%	3.8%	0.5%	-3.0%	?	-6.0%
CCCCn1c(O)c(C(CC)=NCc2ccc(F)cc2)c(=O)[nH]c1=O	0.7	0.5%	-28.4%	-4.1%	-12.4%	?	6.0%	i	?
Cc1ccc(Cn2nnnc2CN2CCC(n3nnc4cc(C(F)(F)F)ccc43)CC2)cc1	-4.8	2.2%	-26.9%	-3.7%	-1.8%	-17.7%	5.6%	i	-4.1%
Fc1ccc2c(c1)nnn2C1CCN(Cc2nnnn2C2CCCCC2)CC1	-0.3	-0.5%	5.7%	-4.3%	1.1%	-15.6%	-1.5%	i	-5.8%
Cc1c(NP(=S)(C(C)(C)C)C(C)(C)C)c(=O)n(-c2ccccc2)n1C	-2.7	-0.5%[9.22 µM]	-9.2%	-2.3%	-1.6%	-6.3%	-2.9%	i	0.5%
CN1CCN(Cc2ccc(OC(F)(F)F)cc2)CC1	-0.1	-0.2%	3.3%	2.1%	-7.5%	-2.1%	3.7%	i	5.9%
CC1C2Cn3c(nc4ccccc43)C1N(C)O2 (stereo not given)	0.8	0.5%	-4.2%	-0.1%	1.4%	9.2%	5.9%	i	?
Cc1ccc(-n2c(-c3ccc([N+](=O)[O-])cc3)nc3ccccc3c2=O)cc1	-2.5	-0.6%	-18.0%	-9.0%	3.6%	-25.0%	9.4%	i	10.9%
CCN1CCN(C(=O)COc2ccc(S(=O)(=O)N3CCOCC3)cc2C)CC1	0.2	-0.9%	7.4%	-6.9%	3.5%	-3.2%	2.3%	i	-0.8%
OC(c1ccccc1)(c1ccccc1)C1CCCN1 (stereo not given)	-0.7	-0.6%	6.3%	-5.9%	-8.7%	10.9%	2.4%	i	29.9%
COc1ccccc1N1CCN(Cc2ccccc2)CC1	0.5	-0.7%	-3.6%	5.0%	.	7.4%	3.8%	i	11.7%
COc1cccc(OCc2cc(C(=O)N3C[C@H]4C[C@@H](C3)c3cccc(=O)n3C4)no2)c1	-3.7	4.8%	-6.6%	6.1%	67.6%[activator]	?	2.6%	i	2.8%
CC(C)c1ccc(-n2c(O)c(C=NC(CCS(C)=O)C(=O)O)c(=O)[nH]c2=S)cc1 (stereo not given)	-2.5	-0.5%	-4.8%	-4.3%	23.9%	6.9%	-0.2%	i	4.4%
O=c1[nH]c(=S)n(-c2ccccc2)c(O)c1C=NCCN1CCNCC1	-3.2	0.3%	-1.9%	-4.0%	-17.8%	7.3%	8.8%	?	-17.2%
CCN(CC)C(=O)c1ccc(NC(=O)c2cccc(S(=O)(=O)N3CCN(Cc4ccccc4)CC3)c2)cc1	-4.9	-0.2%	8.0%	?	-16.6%	2.06µM*	13.2%	i	?
CCOC(=O)c1cn2nc(OP(=S)(OCC)OCC)cc2nc1C	-4.7	0.5%	-30.8%	4.4%	-9.1%	-16.4%	8.1%	i	8.3%
Going on with the list.
SMILES	IL-2 act	Nrf2 ARE act	HepG2 tox	A549 tox	ATXN2 expr inh	Nrf2 inh	EPAC2 ag	S2 tox	TGFb inhibitor
O=C(CN1CCCCC1)Nc1ccc(Br)cc1C(=O)c1ccccc1Cl	-1.5	0.0%	-13.2%	-3.7%	9.1%	2.6%	5.5%	i	-26.3%
CC(=O)c1cccc(NC2=NCC(C)S2)c1 (stereo not given)	1.3	9.9%	26.0%	0.0%	-3.1%	6.1%	15.0%	i	-10.9%
O=C1NCN(c2ccccc2)C12CCN(C(c1ccnc3ccccc13)c1nnnn1C1CCCCC1)CC2 (stereo not given)	0.7	-0.3%	4.8%	.	-1.0%	.	8.9%	i	-27.2%
OC1CCC(Nc2ccn3nc(-c4cccc(OCc5ccccc5)c4)cc3n2)CC1 (stereo not given)	-0.7	1.0%[9.22 µM]	-25.3%	.	-5.1%	.	8.6%	?	-19.0%
CC(=O)Nc1ccc(C(=O)C(Cc2ccccc2)N(C)C)cc1 (stereo not given)	2.1	2.4%	-28.1%	-4.9%	-23.7%	1.6%	16.3%	i	1.7%
CCN(CC)CCCN=C(C)c1c(O)n(-c2ccccc2)c(=O)[nH]c1=O	-1.7	0.2%	11.5%	-1.3%	-7.7%	16.2%	1.9%	i	16.2%
N#Cc1ccc(N2CCNCC2)c(F)c1	0.5	-0.5%	4.2%	-0.3%	-11.7%	-0.8%	6.3%	i	15.1%
Cc1ccsc1/C=C1\C(=O)NC(=S)N(C)C1=O	-0.9	-1.0%	-55.7%	4.8%	.	-13.4%	-6.1%	?	?
O=c1[nH]c(=O)n(Cc2ccco2)c(O)c1C=NC1CC1	-0.5	1.3%	2.2%	6.3%	-15.4%	1.9%	-4.9%	i	0.2%
CC(C)CN1CCN(Cc2c(F)cccc2Cl)CC1CCO (stereo not given)	-0.8	0.4%	-3.2%	5.8%	-9.4%	0.1%	1.8%	i	-3.0%
O=c1cccc2n1CC1CC2CN(C(c2cccc(F)c2)c2sc3ncnn3c2O)C1 (stereo not given)	-0.5	-0.2%	2.5%	-9.2%	-5.4%	18.6%	2.1%	i	9.2%
CCC(=O)c1ccc(OCC(=O)N2CCN(CC(=O)Nc3ccccc3C(F)(F)F)CC2)cc1	-0.6	3.6%	-5.2%	-20.7%	-21.8%	16.4µM*	0.4%	i	1.7%
O=CC(Br)P(=O)(N1CCOCC1)N1CCOCC1 (stereo not given)	0.0	-0.2%	-31.5%	12.6%	.	2.6%	14.8%	i	2.8%
CCC(=NC(C)c1ccccc1)c1c(O)[nH]c(=O)[nH]c1=O (stereo not given)	-0.1	2.5%	5.5%	-0.2%	16.3%	-13.2%	6.0%	i	11.2%
Cc1ccc(S(=O)(=O)N(c2cc(Cl)c(O)c(Cl)c2)P(=O)(OC(C)C)OC(C)C)cc1	0.4	0.1%	-15.2%	1.6%	-8.5%	-3.7%	1.6%	i	1.8%
Cc1ccc(S(=O)(=O)N(C)C[C@H]2Oc3c(NC(=O)Nc4cccc5ccccc45)cccc3C(=O)N([C@@H](C)CO)C[C@@H]2C)cc1	0.2	7.6%	-4.2%	-13.3%	?	?	-2.7%	?	?
COc1ccc(NC(=O)Cn2c(=O)oc3cc(S(=O)(=O)NCc4ccccc4)ccc32)c(OC)c1	.	-0.8%	-32.2%	-1.0%	.	.	.	.	0.0%
CC(C)(C)n1nnnc1C(c1ccnc2ccccc12)N1CCC2(CC1)C(=O)NCN2c1ccccc1 (stereo not given)	-0.1	-0.6%	3.9%	.	3.9%	.	11.0%	?	-17.1%
CCC(=Nc1ccc(OC)cc1OC)c1c(O)n(C2CCCCC2)c(=O)[nH]c1=O	-1.8	0.2%	-9.0%	?	?	?	5.5%	i	?
COc1cc(C(=O)Nc2ccc(Br)cc2C(=O)c2ccccc2)cc(OC)c1OC	0.9	0.4%	3.1%	-12.3%	-21.8%	7.6%	-3.3%	?	17.4%
COc1ccc(CN2C(=O)CC(=O)NC2=S)cc1	-0.3	0.1%	1.8%	-4.6%	16.0%	-1.6%	4.5%	i	4.8%
COc1ccccc1Oc1c(C)oc2cc(OC(=O)N(C)C)ccc2c1=O	-4.4	-0.1%	-14.8%	-0.5%	-6.1%	-15.2%	10.5%	i	-0.9%
O=C(NN1C(=O)C2C3C=CC([C@H]4CC34)[C@@H]2C1=O)c1ccc(Br)cc1 (stereo not given in full)	1.1	0.2%	-2.7%	-2.5%	.	-12.9%	12.3%	i	-24.6%
Cc1ccccc1C(=O)Nc1ccc(C(=O)OCc2cc(=O)n3nc(C4CC4)sc3n2)cc1	.	-0.7%	-23.3%	-20.3%	?	.	.	?	9.6%
CCOC(=O)C1CCN(/C=C2\C(=O)NC(=S)N(CC)C2=O)CC1	2.4	0.1%	2.9%	14.4%	.	?	-0.4%	i	0.5%
